# Cl transport mod: modulators of human KCC2 chloride dependent transport; 190,000 tested, 2.2% active; Q9H2X9; B-score of Tl+ flux slope (higher = more flux/activation; lower = inhibition) at 10 µM; KCC2 cells, thallium flux FluoZin-2 fluorescence;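 active = thallium flux slope and its plate-corrected score both differing from the plate sample mean at a set confidence after two filtering rounds, in either direction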;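 note: slope of fluorescence scaled to starting intensity during 10 to 20 s after thallium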
# MDM2 E3 inh: blocks human Mdm2 ubiquitin ligase activity; Q00987; cell-based MDM2 ubiquitination luciferase reporter, 2 h; 0 = plate control, 100 = twice control, blank-subtracted; signal enhancement, % at 5 µM; 210,000 tested, 0.11% active;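 active = signal enhancement of 30% or more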;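 note: luminescence tracks abundance of the self-degrading MDM2-luciferase fusion protein; higher signal means inhibition of MDM2 E3 ligase activity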
# Target sequence (Q00987 whole entry, looked up, the tested form may be a part): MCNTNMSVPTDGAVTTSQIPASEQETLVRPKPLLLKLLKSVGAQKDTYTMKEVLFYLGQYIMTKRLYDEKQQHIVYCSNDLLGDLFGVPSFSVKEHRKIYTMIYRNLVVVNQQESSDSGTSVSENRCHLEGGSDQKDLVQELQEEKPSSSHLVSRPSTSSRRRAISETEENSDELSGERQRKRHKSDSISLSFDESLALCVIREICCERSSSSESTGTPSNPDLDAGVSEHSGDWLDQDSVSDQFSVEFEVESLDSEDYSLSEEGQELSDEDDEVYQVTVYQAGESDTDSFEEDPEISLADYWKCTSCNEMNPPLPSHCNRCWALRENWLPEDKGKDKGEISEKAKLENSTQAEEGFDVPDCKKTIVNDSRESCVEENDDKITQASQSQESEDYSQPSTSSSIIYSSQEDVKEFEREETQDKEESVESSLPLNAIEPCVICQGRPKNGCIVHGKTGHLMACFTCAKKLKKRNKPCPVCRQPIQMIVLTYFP
#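 Assay system: stable mammalian line carrying autodegrading MDM2–luciferase fusion reporter; Input: 2000 cells in each well; Compound dosing: single-point 5 µM; Schedule: 2 h compound exposure at 37 °C; Signal: SteadyLite luciferase luminescence after 15 min room-temperature reagent incubation; Evaluation: % luminescence enhancement versus blank-corrected plate control mean; Benchmarks: plate controls and plate blanks.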
# m-calpain inh: blocks pig calpain II enzyme activity. purified calpain II, fluorogenic peptide substrate, 30 min. AID 1236. inhibition, % at 16 µM. 220,000 tested, 0.37% active;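 active = inhibition above about 50%, limit read from the data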
# TNF death inh: inhibitors of TNF-alpha induced necroptosis in Jurkat FADD-/- cells | activation (protection from cell death), % at 10 µM | Jurkat FADD-/- TNF necroptosis rescue, ATP luminescence, 24 h; 0 = TNF only, 100 = no-TNF cells | 220,000 tested, 0.068% active;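 active = activation, meaning protection from cell death, of at least 50% relative to plate controls; inactive = activation below 50%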;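 note: necroptosis triggered by 40 ng/mL TNF-alpha added together with compound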
# PERK inhibitor: blocks human PERK kinase. Q9NZJ5. CHO PERK-DD fusion, SEAP luminescence translation reporter. inhibition, % at 5.6 µM. 220,000 tested, 0.17% active. AID 1416;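 active = inhibition above the mean inhibition of all tested compounds plus 3 SD, set separately per screening campaign, cut at about 2.9% in these data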;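 note: PERK kinase domain activated by AP20187 dimerizer at 100 nM; 0% = DMSO with dimerizer and 100% = rapamycin at 8.4 µM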
# EBV gp42 inh: EBV gp42 inhibition; Q1HVG2; Fluorescence polarization binding assay, mP read-out; inhibition, % (tested at 21.74 µM); 220,000 tested, 0.42% active; in the data active = inhibition above about 50%
# Target sequence (Q1HVG2 whole entry, looked up): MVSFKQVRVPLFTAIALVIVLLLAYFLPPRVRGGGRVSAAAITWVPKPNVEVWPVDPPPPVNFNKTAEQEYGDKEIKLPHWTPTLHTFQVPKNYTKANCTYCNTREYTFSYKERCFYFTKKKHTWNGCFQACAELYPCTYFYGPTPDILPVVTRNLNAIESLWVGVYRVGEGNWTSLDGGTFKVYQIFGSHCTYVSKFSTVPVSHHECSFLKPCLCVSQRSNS
# eIF4E 4G PPI: blocks eIF4E binding to eIF4G | P63073+Q04637 | AID 782 | TR-FRET eIF4E-eIF4GI(517-606) binding, 2 h | inhibition, % at 21.7 µM | 220,000 tested, 0.37% active;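 active = inhibition above about 30%, limit read from the data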;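 note: 0% = full FRET control wells and 100% = background wells lacking eIF4GI fragment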
# Rad51 HR inh: Rad51 (human) homologous recombination inhibition. Q06609. hRad51 DNA strand exchange, fluorescence dequenching. inhibition, % at 10 µM. 200,000 tested, 0.085% active. AID 1385;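 active = inhibition above 40% at the single screening dose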;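 note: 0% = DMSO control wells and 100% = blanks with heterologous ssDNA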
# Target sequence (Q06609 whole entry, looked up): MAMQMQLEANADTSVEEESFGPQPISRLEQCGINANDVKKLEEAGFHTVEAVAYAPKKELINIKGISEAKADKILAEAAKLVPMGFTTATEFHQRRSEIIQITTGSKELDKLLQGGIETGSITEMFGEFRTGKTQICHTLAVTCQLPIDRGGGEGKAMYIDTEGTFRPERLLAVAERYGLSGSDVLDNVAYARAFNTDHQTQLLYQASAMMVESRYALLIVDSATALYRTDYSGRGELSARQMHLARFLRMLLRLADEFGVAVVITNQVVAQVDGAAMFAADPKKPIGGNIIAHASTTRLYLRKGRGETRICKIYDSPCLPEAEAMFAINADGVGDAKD
#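 Read-out basis: percent inhibition relative to plate controls and blanks / Assay system: human Rad51 nucleoprotein filaments preassembled on unlabelled ssDNA / Timing: filaments 15 min 37 °C, then compound 30 min / Control set: per-plate controls and blanks / Technique: fluorescence dequenching at 485/520 nm / Compound: 10 µM final, single point / Also added: Fluorescein- and BHQ1-tagged 47-mer duplex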
# zVAD death inh: blocks zVAD induced death of L929 cells; AID 1377; 220,000 tested, 0.38% active; viability rescue, % at 10 µM; L929 zVAD necroptosis rescue, ATP luminescence, 24 h; with zVAD 60 µM;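 active = activation, scaled between plate controls, above about 75%, limit read from the data; inactive = activation under that limit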;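 note: 0% = zVAD with DMSO and 100% = DMSO alone without zVAD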
# Starred values were filed as active, the others as inactive; i = inactive; · = not tested or not shown; [ ] = another dose, or the depositor's remark.
SMILES,Cl transport mod,MDM2 E3 inh,m-calpain inh,TNF death inh,PERK inhibitor,EBV gp42 inh,eIF4E 4G PPI,Rad51 HR inh,zVAD death inh
CCOc1ccc(NC(=S)NC2CC3CCC(C2)N3Cc2ccco2)cc1 (configuration not stated),-0.15,-16,27,-1.0,0.5,-2,0,-15,-1.1
CC1(C)CC(C(CC(=O)N2CCCC2)Cc2ccccc2)CCO1 (configuration not stated),-0.54,·,8,0.3,0.6,-23,4,-8,-0.9
Brc1ccc(-c2cnco2)cc1,0.0076,-8,-4,-0.9,0.7,3,2,6,0.0
O=C(O)c1ccc(Nc2nc(-c3ccccc3)cs2)cc1,·,-35,-67,0.7,1.0,-11,-1,6,50
COc1ccccc1CNc1ccc(CNc2ncn[nH]2)cc1,0.63,-6,-2,-0.7,0.0,5,-3,24,0.1
COC1=C/C(=C/c2c(N)n3cc(C)sc3nc2=O)C=CC1=O,-6.6*,-14,6,-0.1,0.7,-197,-3,·,0.0
O=C(O)CC1Oc2ccc(Cl)cc2NC1=O (configuration not stated),-0.45,-14,2,2.3,1.1,-15,0,-1,2.0
CCN(CC(=O)NC1CCS(=O)(=O)C1)c1nc(-c2ccccc2)nc2ccccc12 (configuration not stated),·,-14,-9,-1.2,-0.4,1,3,9,-0.1
CC(C)N1CCC2(CC1)C(C#N)=C(N)NC(S)=C2C#N,0.45,-51,16,3.2,0.7,-21,-6,-48,2.2
Nc1c([N+](=O)[O-])cnnc1-c1ccccc1,1.6,-1,6,1.5,0.3,7,14,2,0.6
COc1cc(COc2ccc3c(C)c(Cc4ccccc4)c(=O)oc3c2)cc(OC)c1OC,·,-9,14,-2.1,0.0,-6,3,0,-0.2
Cc1cccnc1NC(=O)CSc1nnc(Cc2ccccc2)o1,-1.5,4,-17,-1.0,0.5,-10,-7,-4,0.5
CC1(C)Cc2c(sc(NC(=O)COc3cccc4ccccc34)c2C#N)C(C)(C)N1,0.14,8,-4,-25,-0.1,-16,-60,2,2.4
COc1ccc(-c2nnn(CC(=O)N(CC3CCCO3)C(C(=O)NC(C)(C)C)c3ccco3)n2)cc1OC (configuration not stated),0.54,2,9,-0.7,0.6,1,5,6,-0.1
O=C(Nc1cccc([N+](=O)[O-])c1)Nc1cccs1,-1.4,-7,-22,3.5,0.7,-1,2,11,8.7
COc1ccc(C(=O)N2CCOC2CNC(=O)C(=O)NCc2ccc3c(c2)OCO3)cc1 (configuration not stated),-0.87,2,-9,1.1,1.9,-7,0,·,-1.0
O=C(c1cccs1)N1CCC(c2ccccc2)C1 (configuration not stated),·,-5,-10,0.0,-0.1,-22,-3[fluorescence artefact?],6,0.6
Cc1nnc(SCCCN2C(=O)c3ccccc3C2=O)o1,-0.38,-28,-27,1.0,1.2,-11,-1,-2,-0.1
Cc1ccc(NC(=O)c2cccc(OCc3c(C)noc3C)c2)c(C)c1,-0.12,-24,-31,-12,-0.2,-22,0,-4,1.4
O=C(NC1CCCCC1)Oc1ccccc1,0.0083,-5,11,0.3,0.0,0,8,-3,-0.5
NC(=O)CCCSc1nc2ccccc2[nH]1,0.57,-3,-26,-0.4,0.7,2,-2,3,-0.1
CCOC(=O)c1c(C)c(-c2ccccc2)n(CC(=O)NCCCN(CC)CC)c1C,0.64,-4,-13,-0.8,0.2,-14,0,-1,-0.2
CC(=O)c1cc2c(cc1N/C(=N/S(=O)(=O)c1ccccc1)c1ccc(Cl)cc1)OCO2,0.27,-6,-48,0.9,-0.1,6,3[fluorescence artefact?],-1,0.4
O=C(CO/N=C1\CCCc2nonc21)Nc1ccccc1Cl,0.44,-12,9,1.4,0.8,-14,0,-2,0.0
Cc1n[nH]c(=O)nc1NCCN(C)C,0.21,-28,-24,0.0,3.5*,-22,-7,0,-0.5
SMILES,Cl transport mod,MDM2 E3 inh,m-calpain inh,TNF death inh,PERK inhibitor,EBV gp42 inh,eIF4E 4G PPI,Rad51 HR inh,zVAD death inh
COc1cccc(/C=N/NC(=O)C(=O)NCc2ccco2)c1O,0.075,-6,3,-9.8,0.8,-2,0,-2,0.2
COc1cccc(NC(=O)Cn2c(=O)n(CCC(=O)NC3CCN(Cc4ccccc4)CC3)c(=O)c3ccccc32)c1,-0.68,·,14,0.1,-0.1,-24,-11,16,0.2
Cn1c(C(=O)c2ccccc2[N+](=O)[O-])nc2ccccc21,1.2,-9,0,-2.3,0.7,-12,1,-22,-0.3
Cn1c(=O)oc2cc(S(=O)(=O)N3CCC4(CC3)OCCO4)ccc21,·,-3,-13,0.3,0.7,-35,-2[fluorescence artefact?],-18,2.0
COC(=O)C1=CO[C@@H](OC2OC(CO)C(O)C(O)C2O)[C@@H]2C(CO)=CC[C@H]12 (some centres not stated),0.62,·,-18,1.3,0.4,-79,0,-1,5.6
CCOc1ccccc1NC(=O)NCc1ccccc1F,0.43,-3,1,-0.7,0.4,1,-4,11,4.6
CCc1nnc(NS(=O)(=O)c2ccc(NC(=O)/C=C/c3ccc(OC)cc3OC)cc2)s1,-0.038,-4,-73,2.2,1.2,-12,1,-49,4.7
N#C/C(=N\Nc1cccc(F)c1)C(=N)N1CCCCCC1,-0.51,-21,35,0.6,-0.4,9,1,3,0.7
O=C(/C=C/c1ccccc1[N+](=O)[O-])NCc1cccnc1,0.59,-8,1,0.9,0.3,0,1,-1,0.3
CSc1nsc(SC)c1NC(=O)OC1CCCCC1,-0.64,-12,31,-0.8,-0.2,-7,0,-5,-0.3
COc1ccc(C(=O)N2CCN(S(=O)(=O)c3ccc(C)cc3)CC2)cc1S(=O)(=O)N1CCOCC1,1.2,·,-9,1.0,0.0,-7,62*,3,-0.7
Cc1ccc(S(=O)(=O)N2CCC(C(=O)Nc3nnc(-c4ccco4)s3)CC2)cc1,0.0021,-7,-17,-1.5,0.5,-27,-25,-2,-0.1
Cc1ccc(S(=O)(=O)N2CCC(NC(=O)c3ccccc3)CC2)cc1,-0.42,4,-4,0.7,0.4,0,-1,-1,5.0
Cc1ccc(S(=O)(=O)N(C)Cc2ccc(C(=O)N/N=C/c3ccc(OC(F)F)cc3)cc2)cc1,1.2,-15,30,1.5,-0.6,-12,-25,19,1.3
Oc1c(C=C2N=c3ccccc3=N2)sc(=S)n1-c1ccc2ccccc2c1,1,·,-6,0.4,0.4,0,-5,8,0.2
O=S(=O)(c1ccccc1)N1CCN(C(=S)NCc2ccccc2)CC1,-1,-2,20,2.6,0.9,0,-2,11,11
CCOC(=O)c1c(-c2ccccc2)csc1NC(=O)c1ccc(N2C(=O)CCC2=O)cc1,0.62,-8,-138,-6.9,0.9,-2,-2,3,-0.2
Cc1cccc(N=C2NC(=O)/C(=C/c3cccnc3)S2)c1,0.12,-8,-13,0.8,0.2,-13,-3,-8,1.4
C=CCNC(=O)C1CCN(S(=O)(=O)CC)CC1,-0.0011,-15,-6,-1.8,0.7,-22,3[fluorescence artefact?],-11,0.3
COc1ccc(C2C3=C(CC(C)(C)CC3=O)Oc3ncn(CCO)c(=N)c32)cc1OC (configuration not stated),·,-23,-61,0.4,1.0,-22,10,-5,0.3
COc1cccc(CNCCO)c1OCc1ccccc1,0.49,-2,-28,1.8,0.7,-1,-4,-9,0.8
CC1=C(C(=O)OCc2ccccc2)C(c2cccc([N+](=O)[O-])c2)NC(=O)N1CCCCCC(=O)O (configuration not stated),-0.49,·,-16,3.0,-0.2,-11,2,-4,4.6
O=[N+]([O-])c1ncn(Cc2ccccc2Cl)n1,1.2,13,-6,83*,1.1,-3,7,6,88*
O=C(c1ccco1)N1N=C(c2ccc(Cl)cc2)CC1(O)C(F)(F)F (configuration not stated),1.4,-4,9,-0.9,-0.7,3,0,-10,1.7
O=C(O)c1ccc(N2CC3CC(C2)c2cccc(=O)n2C3)c(NS(=O)(=O)c2cccc(C(F)(F)F)c2)c1 (configuration not stated),0.022,-11,-20,0.5,2.2,-9,0,·,-0.2

# Single entries from the list:
# Reading of `CC1=C(C(=O)OCc2ccccc2)C(c2cccc([N+](=O)[O-])c2)NC(=O)N1CCCCCC(=O)O` (configuration not stated) under PERK inhibitor: -0.2
# Reading of `COC(=O)C1=CO[C@@H](OC2OC(CO)C(O)C(O)C2O)[C@@H]2C(CO)=CC[C@H]12` (some centres not stated) under EBV gp42 inh: -79

# Records listed above printed as active in eIF4E 4G PPI.
Compound	Cl transport mod	MDM2 E3 inh	m-calpain inh	PERK inhibitor	EBV gp42 inh	eIF4E 4G PPI	Rad51 HR inh
COc1ccc(C(=O)N2CCN(S(=O)(=O)c3ccc(C)cc3)CC2)cc1S(=O)(=O)N1CCOCC1	1.2	·	-9	0.0	-7	62*	3

# (next part)
SMILES,Cl transport mod,MDM2 E3 inh,m-calpain inh,TNF death inh,PERK inhibitor,EBV gp42 inh,eIF4E 4G PPI,Rad51 HR inh,zVAD death inh
CCN1C(=O)c2cccc3c(S(=O)(=O)NCCCN4CCOCC4)ccc1c23,·,1,i,0.6,-1.3,-7,·,0,2.5
CC1CC(C)CN(C2CCN(Cc3cccnc3)CC2)C1 (configuration not stated),0.024,-6,-27,0.0,0.1,-1,5,-2,-1.1
COc1cc(CNc2ccc(N3CCOCC3)cc2)cc(Br)c1OC,-0.032,-10,22,0.2,-0.3,6,0,-12,2.2
C=CCNC(=O)CN1C(=O)C2C3c4ccccc4C(c4ccccc43)C2C1=O (configuration not stated),0.33,-8,3,-0.2,0.1,-4,0,-4,0.2
O=C(/C=C/c1ccccc1Cl)N1CCCN(C(=O)/C=C/c2ccccc2Cl)CC1,0.0094,-20,5,-1.4,0.0,-2,-1,5,0.0
COC(=O)C1=C(CN2CCSCC2)NC(=O)NC1c1cc(C)ccc1C (configuration not stated),1.7,-14,-26,-1.1,-0.3,-7,2[fluorescence artefact?],5,0.0
N#Cc1cc(-c2ccccc2)cnc1Sc1ccc(Cl)cc1,-0.6,-3,5,-2.8,0.5,-43,5,-14,-0.2
COc1cc(/C=N/NC(N)=O)ccc1OCC(=O)N1C(C)CCCC1C (configuration not stated),0.63,-9,-17,0.0,0.1,-2,-2,18,7.9
COc1ccc(Cn2c(C3CCCCC3)nc3c(c(=O)c4ccccc4n3C)c2=O)cc1,0.96,-10,24,-13,-0.9,0,-18,13,0.4
O=C(COC(=O)CNC(=O)c1ccc2c(c1)OCO2)Nc1ncc(Cl)cc1Cl,-1,-20,17,1.3,0.5,-13,6,-6,1.3
COc1ccc(CNC(=O)c2noc3c2CCCCC3)cc1,-0.09,18,0,2.1,0.2,-2,5,-3,0.2
Cc1ccc(C(=O)CC2(O)C(=O)N(C)c3ccccc32)o1 (configuration not stated),·,-7,15,1.7,0.5,-16,-1,3,1.4
O=[N+]([O-])c1cccc(S(=O)(=O)Nc2ccc(Cc3ccncc3)cc2)c1,-0.97,-5,-13,-2.0,-0.1,3,-4,·,-0.3
O=C(CSc1ncnc2sccc12)Nc1ccccc1F,-0.46,-4,-20,2.2,0.5,-3,-1,-12,3.0
O=c1c2c3c(sc2nc2n1CCC2)CCC3,0.31,-7,5,0.6,-1.5,-10,-3[fluorescence artefact?],8,0.8
CCCCS(=O)(=O)NC1=NCN(CCO)CN1,·,-6,-10,0.0,0.0,-36,1,-4,0.5

# From PubChem
